Compound activity as filed in PubChem BioAssay.
Cneo AK release = Cryptococcus neoformans cell lysis inducers, primary screen, AK release luminescence, single concentration. C. neoformans lysis, adenylate kinase release luminescence, 4 h; normalised: neutral wells 0, clomiphene wells 100. lysis activity, % at 15 µM. hit rate 0.2% among 360,000. AID 651654, 2012;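 active = mean lysis activity across replicates of at least 80%, whatever share of replicates individually reach that level; inactive = mean lysis activity below 80%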
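Assay system: log-phase C. neoformans yeast / Quantity: yeast cell density of 5 × 10^6 cells/mL / Medium: fresh YPD growth medium / Compound: single dose / Timing: static 4 h at 37 °C with compound, 1 h detection / Measured by: adenylate kinase release luminescence / Read-out: lysis from increased AK signal / Benchmarks: Clomiphene as positive lysis control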
Statin myotox sup = suppressors of statin myotoxicity in C2C12 myotubes, primary screen, cell-based, single point, plate reader | hit rate 0.78% among 330,000 | C2C12 myotubes + simvastatin, ATP luminescence, 48 h; scaled: DMSO 0, geranylgeraniol control 100 | rescue of ATP level, % at 7.49 µM;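 active = mean ATP rescue above about 67%, or every replicate alone reaching that limit, limit read from the data, passing the limit was not always enough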;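 note: myotubes were challenged with 10 µM simvastatin during compound exposure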
INS-1E GSIS act = GLuc luminescence reporter in INS-1E cells, primary screen for activators of glucose-dependent secretion of insulin | INS-1E GLuc reporter insulin secretion, 2-3 h | AID 743287, 2014 | activation, % at 16.6 µM | hit rate 0.61% among 370,000;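 active = lowest replicate activation of at least 40%, so every replicate reaches that level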;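 note: 0% = median of neutral control wells and 100% = median of IBMX positive control wells; some compounds called inactive have numbers as strong as hits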
PAX8 inh HTS = inhibitors of PAX8-driven TPO luciferase reporter, primary screen, RMG-I cells, single concentration; hit rate 1.2% among 360,000; inhibition, % at 12.6 µM; AID 652154, 2013; SteadyGlo, 24 h;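 active = mean replicate inhibition at least 60% with every replicate also reaching 60%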;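 note: luciferase light reporting Pax8 driven TPO promoter activity; plate controls were median of neutral control wells for no effect and mitoxantrone controls for full effect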
PglD DTNB = C. jejuni PglD acetyltransferase inhibitors, primary screen, biochemical, DTNB colorimetric, single point; AID 602405, 2012; inhibition, % at 12.5 µM; purified PglD enzyme, DTNB colorimetric CoA detection; hit rate 0.098% among 360,000; in the data active = inhibition above about 16%, passing the limit was not always enough; note: strong numbers were not always called active
ARNT TACC3 PPI = disruptors of ARNT/TACC3 protein interaction, primary screen, biochemical, AlphaScreen, single concentration; Transforming acidic coiled-coil-containing protein 3 (Homo sapiens), Q9Y6A5; AlphaScreen His-ARNT PAS-B/GST-TACC3 binding, luminescence; TACC3 fragment carries E629A point mutation; inhibition, % at 9.99 µM; hit rate 0.66% among 390,000; AID 623870, 2012;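 active = mean inhibition of replicates at least 50% and at least half of replicates each reaching 50%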;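 note: 0% = complete ARNT plus TACC3 wells and 100% = ARNT alone without TACC3; many hits fall short of the cut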
PGC1a acetyl inh = inhibitors of PGC1a acetylation signal, primary screen, cell-based, U2OS, AlphaScreen, inhibitor mode. AlphaScreen anti-acetyl-lysine; with virally co-expressed GCN5 acetyltransferase. inhibition, % at 15.6 µM. hit rate 0.17% among 350,000. AID 651687, 2012;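 active = every replicate shows inhibition of at least 40%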;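 note: 0% = neutral control wells and 100% = positive control wells; some results beyond the cut were filed as inactive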
LGR2 antag = inhibitors of bursicon-induced LGR2 CRE-luciferase signal, primary screen, cell-based, HEK293, CRE-luciferase reporter, bursicon stimulation. hit rate 0.35% among 380,000. inhibition, % at 9.99 µM. bursicon-stimulated, 4 h. AID 720647, 2013. Drosophila bursicon receptor LGR2 (rickets);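 active = drop in luminescence signal, shown as inhibition above about 50% in the replicate tests, limit read from the data, passing the limit was not always enough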;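 note: agonist challenge used bursicon conditioned medium at about half maximal strength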
Starred values were filed as active, the others as inactive; & = joins results of further samples.

Screening CCOc1ccc(S(=O)(=O)N/N=C(\C)c2ccc(Cl)c(Cl)c2Cl)cc1 returned Cneo AK release 2, PAX8 inh HTS 0, PglD DTNB -3, ARNT TACC3 PPI -3 and LGR2 antag 9.
For O=C(NCC1c2ccccc2CCN1C(=O)CN1C(=O)c2ccccc2C1=O)C1CCCCC1 (stereo unspecified) the results were Cneo AK release 0, Statin myotox sup 3, PglD DTNB -6, ARNT TACC3 PPI -1 and PGC1a acetyl inh -13.
`COc1ccc(OC)c(/C=N\Nc2nccs2)c1` gave Cneo AK release 0, Statin myotox sup -2, INS-1E GSIS act 4, PAX8 inh HTS 16, PglD DTNB 1, ARNT TACC3 PPI -2 and LGR2 antag -5.
For O=C(c1ccccn1)N1C[C@H]2[C@@H](c3ccccc31)[C@@H](CO)N2C(=O)Nc1ccccc1F the results were Cneo AK release 0, Statin myotox sup 7, INS-1E GSIS act -7, PAX8 inh HTS -14, PglD DTNB 0, ARNT TACC3 PPI -5, PGC1a acetyl inh -15 and LGR2 antag -15.
For C[C@H](CO)N1C[C@H](C)[C@@H](CN(C)S(=O)(=O)c2cn(C)cn2)OCCCC[C@H](C)Oc2ccc(NS(=O)(=O)c3cn(C)cn3)cc2C1=O the results were Cneo AK release 0, INS-1E GSIS act 43, PAX8 inh HTS -6, PglD DTNB 1, ARNT TACC3 PPI -6, PGC1a acetyl inh -9 and LGR2 antag -12.
`CCCc1c(C(=O)N/N=C/c2c[nH]c3ccccc23)nnn1-c1nonc1N` gave Cneo AK release -2, Statin myotox sup -15, INS-1E GSIS act -5, PAX8 inh HTS 12, PglD DTNB -1, PGC1a acetyl inh 1 and LGR2 antag -6.
For CC(C)CC#Cc1cnc2c(c1)C(=O)N([C@@H](C)CO)C[C@H](C)[C@@H](CN(C)C(=O)CC1CC1)O2 the results were Cneo AK release -3, Statin myotox sup -5, INS-1E GSIS act -13, PglD DTNB -2, ARNT TACC3 PPI -8, PGC1a acetyl inh 49 and LGR2 antag -24.
Screening COc1ccc(NC(=O)c2ccc(CNc3c(NC4CCCCC4)c(=O)c3=O)cc2)cc1OC returned Cneo AK release 1&-2, Statin myotox sup 6&-5, INS-1E GSIS act -4&-1, PAX8 inh HTS 6&-3, PglD DTNB 1&0, ARNT TACC3 PPI 1&-5, PGC1a acetyl inh 1&-11 and LGR2 antag -2&11.
Screening CCOC(=O)N1CCN(C(=O)Nc2ccc(Cl)cc2)CC1 returned Cneo AK release 0, Statin myotox sup -4, PglD DTNB -2, ARNT TACC3 PPI -1 and PGC1a acetyl inh 1.
For C[C@@H]1CCCCO[C@H](CN(C)Cc2ccc(C(=O)Nc3ccccc3N)cc2)[C@@H](C)CN([C@H](C)CO)C(=O)c2cc(NS(=O)(=O)c3ccc(F)cc3)ccc2O1 the results were Cneo AK release -6, INS-1E GSIS act 15, PAX8 inh HTS 52, PglD DTNB 1, ARNT TACC3 PPI 0, PGC1a acetyl inh -7 and LGR2 antag -8.
Screening CN1c2ccc(Cl)cc2C(=O)NC1C1CC=CCC1 (stereo unspecified) returned Cneo AK release -1, Statin myotox sup -2, INS-1E GSIS act 9, PAX8 inh HTS -6, PglD DTNB 8, ARNT TACC3 PPI 19, PGC1a acetyl inh 2 and LGR2 antag -10.
For O=C(CN1C(=O)S/C(=C\c2ccc(F)cc2)C1=O)NCCCn1ccnc1 the results were Cneo AK release 0, Statin myotox sup -1, INS-1E GSIS act 9, PAX8 inh HTS 13, PglD DTNB 0, ARNT TACC3 PPI 8, PGC1a acetyl inh 4 and LGR2 antag -3.
For O=C(NC1CC1)C1=C[C@@H](c2ccccc2)C[C@@H](OCc2ccc(CO)cc2)O1 the results were Cneo AK release -2, Statin myotox sup 8, INS-1E GSIS act -10, PAX8 inh HTS -7, PglD DTNB -4, ARNT TACC3 PPI 1 and LGR2 antag 0.
`O=C(CSc1nnc(-c2ccco2)n1Cc1ccco1)Nc1ccccc1` gave Cneo AK release -2, PAX8 inh HTS 12, PglD DTNB 0, ARNT TACC3 PPI 3 and PGC1a acetyl inh 12.
Screening Cc1ccc(Sc2ncccc2C(=O)O)cc1C returned INS-1E GSIS act 5, PAX8 inh HTS -4, ARNT TACC3 PPI -9 and LGR2 antag -5.
Screening Cc1ccc2c(CC(=O)NCc3ccco3)coc2c1C returned Cneo AK release 1, Statin myotox sup -35, INS-1E GSIS act -2, PglD DTNB 3, ARNT TACC3 PPI -5, PGC1a acetyl inh 4 and LGR2 antag 1.
Cc1csc(SCC(=O)NC2CCS(=O)(=O)C2)n1 (stereo unspecified) was read as Cneo AK release 1, Statin myotox sup 0, PAX8 inh HTS 2, PglD DTNB 1, ARNT TACC3 PPI 4, PGC1a acetyl inh 0 and LGR2 antag -4.
For CC1CCN(CC(O)Cn2c3ccccc3c3ccccc32)CC1 (stereo unspecified) the results were Cneo AK release -1, Statin myotox sup 2, INS-1E GSIS act 15, PAX8 inh HTS 4, PglD DTNB -6, ARNT TACC3 PPI 2, PGC1a acetyl inh -16 and LGR2 antag 10.
`CCC(C)(C)NC(=O)C(c1cccs1)N(C(=O)c1ccn[nH]1)c1ccccc1` (stereo unspecified) gave Statin myotox sup 0, INS-1E GSIS act -11, PAX8 inh HTS 2, ARNT TACC3 PPI -12, PGC1a acetyl inh -11 and LGR2 antag 1.
Cc1ccc(C(=O)O)cc1NC(=O)C1CCCN1S(=O)(=O)c1cccc2nsnc12 (stereo unspecified) was read as Cneo AK release 0, Statin myotox sup -5, INS-1E GSIS act 6, PAX8 inh HTS -20, PglD DTNB 4, ARNT TACC3 PPI -6, PGC1a acetyl inh 1 and LGR2 antag 11.
Cc1cc(N2CCOCC2)nc(N2CCOCC2)n1 was read as INS-1E GSIS act 7, PAX8 inh HTS 0, PGC1a acetyl inh 4 and LGR2 antag 18.
Screening O=C(NC(C(=O)N/N=C/c1cccnc1)c1n[nH]c(=O)c2ccccc12)c1ccccc1 (stereo unspecified) returned Statin myotox sup 5, INS-1E GSIS act 12, PAX8 inh HTS 11, ARNT TACC3 PPI 6, PGC1a acetyl inh -7 and LGR2 antag -12.
`CCCCCNc1nc2ccccc2nc1NS(=O)(=O)c1cccs1` gave Cneo AK release 0, Statin myotox sup -1, PglD DTNB -3, ARNT TACC3 PPI -5 and PGC1a acetyl inh -3.
For O=C(CN1CCCCC1)Nc1cccc2c1OCO2 the results were Cneo AK release -2, Statin myotox sup -5, PglD DTNB 1 and ARNT TACC3 PPI -5.
`Cc1ccc(Cl)cc1NC(=S)NN` gave Cneo AK release 0, INS-1E GSIS act 3, PAX8 inh HTS 19, PglD DTNB 4, ARNT TACC3 PPI 12, PGC1a acetyl inh 0 and LGR2 antag 0.
Screening Cc1noc(C)c1NC(=O)Nc1ccc2c(c1)CC(=O)N([C@@H](C)CO)C[C@H](C)[C@@H](CN(C)Cc1ccc3c(c1)OCO3)O2 returned Cneo AK release -1, Statin myotox sup -7, INS-1E GSIS act 18, PAX8 inh HTS -22, PglD DTNB 3, ARNT TACC3 PPI -9, PGC1a acetyl inh 8 and LGR2 antag -17.
For COCCN1C(=O)/C(=C/c2ccc(OCc3ccc(C(=O)O)cc3)c(OC)c2)SC1=Nc1ccccc1 the results were Cneo AK release 18, INS-1E GSIS act -27, PAX8 inh HTS 13, PglD DTNB -5, ARNT TACC3 PPI 17, PGC1a acetyl inh 9 and LGR2 antag 5.
CC(C)CN(C(=O)COC(=O)Cc1c[nH]c2ccccc12)c1c(N)n(Cc2ccccc2)c(=O)[nH]c1=O was read as Cneo AK release 0, Statin myotox sup -4, INS-1E GSIS act -1, PAX8 inh HTS 14, PglD DTNB -5, ARNT TACC3 PPI -1 and LGR2 antag 3.
COc1ccc(CCNC(=O)CN2C(=O)NC3(CCCCC3C)C2=O)cc1 (stereo unspecified) was read as Cneo AK release -2, Statin myotox sup -4, INS-1E GSIS act -3, PAX8 inh HTS 8, PglD DTNB 3, ARNT TACC3 PPI 0, PGC1a acetyl inh -2 and LGR2 antag -8.
Screening Cc1cc(C)n(-c2nc(Nc3ccccc3)nc(-n3nc(C)cc3C)n2)n1 returned Cneo AK release 1, Statin myotox sup -15, INS-1E GSIS act 1, PglD DTNB 0, ARNT TACC3 PPI -1, PGC1a acetyl inh 10 and LGR2 antag 7.
C[C@@H]1CCCCO[C@@H](CN(C)S(=O)(=O)c2ccc(Cl)cc2)[C@@H](C)CN([C@@H](C)CO)C(=O)c2cc(NC(=O)Nc3ccc(C(F)(F)F)cc3)ccc2O1 was read as Cneo AK release -10, INS-1E GSIS act 4, PAX8 inh HTS 38, PglD DTNB 0, ARNT TACC3 PPI 17, PGC1a acetyl inh 11 and LGR2 antag 0.
Screening CCCC(=O)Nc1ccc2c(c1)C(=O)N(C)C[C@H](OC)[C@H](C)CN(CCC)[C@@H](C)CO2 returned Cneo AK release -9, Statin myotox sup 15, INS-1E GSIS act -8, PAX8 inh HTS -6, PglD DTNB 0, ARNT TACC3 PPI -2 and LGR2 antag 0.
`CCc1ccc(OC2(C)CCN(Cc3ccc4c(c3)OCCO4)C2)cc1` (stereo unspecified) gave Cneo AK release 1, Statin myotox sup -4, PAX8 inh HTS -11, PglD DTNB 3, PGC1a acetyl inh -3 and LGR2 antag 9.
`COc1ccc(CCc2nnc(CCC(=O)N(C)Cc3ccncc3C)o2)cc1` gave INS-1E GSIS act -1, PAX8 inh HTS -24, ARNT TACC3 PPI -5 and LGR2 antag -52.
For COc1ccc(-c2ccc(C3[C@@H]4CN(S(=O)(=O)c5cn(C)cn5)C[C@H]3N4)cc2)cc1 (stereo partly specified) the results were INS-1E GSIS act -6, PAX8 inh HTS -15, PGC1a acetyl inh 1 and LGR2 antag -4.
Screening Cc1cccc(OCC(=O)N(C)c2c(N)n(Cc3ccccc3)c(=O)[nH]c2=O)c1C returned Cneo AK release 0, Statin myotox sup 11, INS-1E GSIS act -2, PAX8 inh HTS -3, PglD DTNB -3, ARNT TACC3 PPI -10, PGC1a acetyl inh 1 and LGR2 antag 1.

Filtered by structure: the compounds so far containing fluorine
For O=C(c1ccccn1)N1C[C@H]2[C@@H](c3ccccc31)[C@@H](CO)N2C(=O)Nc1ccccc1F the results were Cneo AK release 0, Statin myotox sup 7, INS-1E GSIS act -7, PAX8 inh HTS -14, PglD DTNB 0, ARNT TACC3 PPI -5, PGC1a acetyl inh -15 and LGR2 antag -15.
For C[C@@H]1CCCCO[C@H](CN(C)Cc2ccc(C(=O)Nc3ccccc3N)cc2)[C@@H](C)CN([C@H](C)CO)C(=O)c2cc(NS(=O)(=O)c3ccc(F)cc3)ccc2O1 the results were Cneo AK release -6, INS-1E GSIS act 15, PAX8 inh HTS 52, PglD DTNB 1, ARNT TACC3 PPI 0, PGC1a acetyl inh -7 and LGR2 antag -8.
For O=C(CN1C(=O)S/C(=C\c2ccc(F)cc2)C1=O)NCCCn1ccnc1 the results were Cneo AK release 0, Statin myotox sup -1, INS-1E GSIS act 9, PAX8 inh HTS 13, PglD DTNB 0, ARNT TACC3 PPI 8, PGC1a acetyl inh 4 and LGR2 antag -3.
C[C@@H]1CCCCO[C@@H](CN(C)S(=O)(=O)c2ccc(Cl)cc2)[C@@H](C)CN([C@@H](C)CO)C(=O)c2cc(NC(=O)Nc3ccc(C(F)(F)F)cc3)ccc2O1 was read as Cneo AK release -10, INS-1E GSIS act 4, PAX8 inh HTS 38, PglD DTNB 0, ARNT TACC3 PPI 17, PGC1a acetyl inh 11 and LGR2 antag 0.
